NLRP3 yeast inh: inhibitors of NALP3 inflammasome in yeast; AID 2825; Yeast reconstituted NLRP3/ASC/caspase-1, beta-gal luminescence, 24 h; inhibition, % at 10 µM; 330,000 tested, 0.39% active;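 active means inhibition of 50% or more; inactive means inhibition below 50%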;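 further: plate controls were induced DMSO wells for no effect and uninduced yeast grown without galactose for full effect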
APOBEC3A inh: blocks human APOBEC3A ssDNA deamination. P31941. recombinant A3A, FAM/TAMRA ssDNA deamination fluorescence. inhibition, % at 20 µM. 330,000 tested, 0.41% active. AID 493011;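 active means at least 40% inhibition at 20 µM here, with at most 30% in a related deaminase screen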;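 further: plate controls were A3A with DMSO for no effect and wells lacking A3A enzyme for full effect; some results filed as inactive read as strong as hits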
Target sequence (P31941 whole entry, looked up): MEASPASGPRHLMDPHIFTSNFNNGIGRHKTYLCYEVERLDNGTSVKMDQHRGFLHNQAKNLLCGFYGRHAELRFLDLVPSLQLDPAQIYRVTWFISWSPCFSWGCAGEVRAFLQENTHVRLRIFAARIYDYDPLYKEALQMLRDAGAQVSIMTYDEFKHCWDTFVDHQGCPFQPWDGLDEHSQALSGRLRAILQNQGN
MIN6 prolif: MIN6 beta-cell proliferation induction; proliferation, % at 10 µM; MIN6 cells proliferation, ATPlite luminescence, 48 h; cells starved in 0.2% serum; 100% = growth in 10% serum; 330,000 tested, 0.29% active;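 active means compounds whose signal lies at least 3.5 SD above the mean of all wells on their plate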;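 further: 0% = DMSO-treated cells in low-serum medium and 100% = 10% serum control; some compounds called inactive have numbers as strong as hits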
hIAP activ: increases human intestinal alkaline phosphatase activity. 330,000 tested, 0.16% active. purified human IAP, CDP-Star luminescence, 30 min; hits give high values; 1 = vehicle-only enzyme, 0 = enzyme-free background. P09923. activation factor at 10 µM;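 active means activation factor of the enzyme at least 2-fold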; further: the source names both 10 and 20 µM as test concentration; values of inactives mirror those of a sister screen read the other way
Target sequence (P09923 whole entry, looked up): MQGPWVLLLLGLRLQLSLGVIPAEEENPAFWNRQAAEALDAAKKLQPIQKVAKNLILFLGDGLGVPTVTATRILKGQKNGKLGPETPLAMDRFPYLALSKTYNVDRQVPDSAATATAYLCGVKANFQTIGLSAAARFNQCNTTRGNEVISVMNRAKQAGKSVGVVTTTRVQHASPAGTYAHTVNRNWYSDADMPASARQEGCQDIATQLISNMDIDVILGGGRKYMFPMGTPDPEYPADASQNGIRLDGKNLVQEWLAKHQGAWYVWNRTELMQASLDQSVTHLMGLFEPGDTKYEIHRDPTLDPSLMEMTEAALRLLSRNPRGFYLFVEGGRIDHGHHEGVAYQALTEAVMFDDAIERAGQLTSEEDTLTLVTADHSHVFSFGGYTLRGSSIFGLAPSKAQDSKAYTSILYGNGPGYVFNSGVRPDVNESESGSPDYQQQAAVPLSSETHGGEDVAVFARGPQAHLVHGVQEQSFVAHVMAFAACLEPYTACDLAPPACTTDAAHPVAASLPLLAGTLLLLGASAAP
mIAP inh: blocks mouse intestinal alkaline phosphatase; 330,000 tested, 0.2% active; purified mouse IAP, CDP-Star luminescence, 30 min; inhibition, % at 10 µM;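 active means inhibition of at least 40% at 10 µM in the primary screen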;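 further: plate controls were DMSO with enzyme for no effect and no enzyme wells for full effect; values of inactives mirror those of a sister screen read the other way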
SENP1 inh: SENP1 (human) catalytic domain inhibition; Q9P0U3; recombinant SENP1 catalytic domain, CyPet-SUMO1-YPet FRET cleavage; 360,000 tested, 0.21% active; inhibition, % at 10 µM;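 active means inhibition at least 30% at 10 µM, raw YFP signal under a set limit, fluorescence ratio 0.5 to 1.5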;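 further: 0% = enzyme with DMSO and 100% = no enzyme wells; some results filed as inactive read as strong as hits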
Target sequence (Q9P0U3 419-644 limits assumed): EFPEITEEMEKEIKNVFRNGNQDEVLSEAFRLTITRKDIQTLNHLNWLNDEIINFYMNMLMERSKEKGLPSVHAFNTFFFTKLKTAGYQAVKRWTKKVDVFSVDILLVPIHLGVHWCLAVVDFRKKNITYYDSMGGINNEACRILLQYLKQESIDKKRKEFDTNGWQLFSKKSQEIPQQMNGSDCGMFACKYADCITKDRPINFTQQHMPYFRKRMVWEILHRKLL
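Compound: 10 µM single point, 0.5% DMSO; Test system: hSENP1 catalytic domain, recombinant; Timing: 50 min reaction at room temperature; Technique: FRET, CFP and YFP emission; Control set: no-enzyme wells low, DMSO-plus-enzyme wells high control.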
mIAP act: mouse IAP activation; muIAP, CDP-Star luminescence, 30 min; hits give high values; 1 = vehicle-only enzyme signal, 0 = enzyme-free wells; activation factor at 10 µM; 330,000 tested, 0.24% active; AID 2805;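 active means activation factor of at least 2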; further: the source names both 10 and 20 µM as test concentration; values of inactives mirror those of a sister screen read the other way
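Assay system: mouse IAP enzyme; reagent: chemiluminescent substrate CDP-Star; dosing: test compounds delivered from DMSO solution; schedule: 30 min at room temperature; measured by: luminescence from enzymatic CDP-Star hydrolysis; controls: DMSO-only wells and no-enzyme negative control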
hIAP block: blocks human intestinal alkaline phosphatase; 330,000 tested, 0.12% active; purified IAP, CDP-Star luminescence, 30 min; AID 2544; P09923; inhibition, % at 10 µM;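 active means inhibition reaching a set limit with compound at 10 µM in the primary screen, cut at about 35% in these data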;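 further: plate controls were DMSO wells with enzyme for no effect and no-enzyme buffer wells for full effect; values of inactives mirror those of a sister screen read the other way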
A3G deaminase: inhibitors of human APOBEC3G DNA deaminase | Q9HC16 | inhibition, % at 20 µM | 330,000 tested, 0.28% active | recombinant A3G, ssDNA deamination FAM/TAMRA fluorescence | AID 493012;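 active means inhibition of at least 40% at 20 µM, with no more than 30% in the related APOBEC3A deaminase screen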;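 further: plate controls were DMSO wells with A3G for no effect and wells lacking A3G enzyme for full effect; some compounds called inactive have numbers as strong as hits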
Starred values were filed as active, the others as inactive.

SMILES	NLRP3 yeast inh	APOBEC3A inh	MIN6 prolif	hIAP activ	mIAP inh	SENP1 inh	mIAP act	hIAP block	A3G deaminase
CC(C)c1nn2c(=O)cc(CSc3ccccc3NC(=O)c3ccccc3F)nc2s1	21	3	-2	1	6	4	0.94	-5	8
COc1cc2c(cc1OC)CN(CC(=O)Nc1ccc(C#N)cc1)CC2	21	0	1	0.91	5	-18	0.95	9	-3
COc1ccc(NC(=O)CCn2ccnc2)c(OC)c1	14	-2	0	0.9	0	1	1	10	-3
O=C(NNCC(O)COc1ccccc1)c1ccccc1 (stereo not given)	-2	1	-4	0.87	4	2	0.96	13	-2
CC[C@@H](C)[C@H](NC(=O)CCc1c(C)c2cc3c4c(oc3c(C)c2oc1=O)CCCC4)C(=O)O	18	-1	-3	0.86	3	-13	0.97	14	-6
O=C(NC1CCCCC1)NC1CC2CCCC(C1)N2C1CCCC1 (stereo not given)	17	3	-1	1.1	-8	-1	1.1	-9	1
Cc1nn(C(=O)c2cccnc2)c(C)c1C	17	3	-3	0.94	-16	2	1.2	6	17
COC(=O)c1cn(C(=O)OC)c2ccccc12	22	-4	0	1.1	-15	1	1.2	-13	-8
Cc1nnc(NC(=O)Nc2cccc(Cl)c2)s1	11	-4	-1	1.1	2	0	0.98	-13	2
CN(C)CCOc1ccccc1C(C)(C)C	-7	-2	-1	1	-4	0	1	-3	-6
Cc1ccc2nsnc2c1NC(=O)c1ccccc1[N+](=O)[O-]	15	1	0	0.93	-1	1	1	7	-5
CCc1nnc(NC(=O)CN2CCN(CC)CC2)s1	26	-3	-3	1	-3	0	1	-1	-8
CCOc1ccc(CN2C(=O)c3ccccc3Sc3ccc(C(=O)NCCCN4CCOCC4)cc32)cc1	2	-8	-7	1.3	-10	1	1.1	-28	-8
Cc1ccccc1N1CC(C(=O)N2CCCCCC2)CC1=O (stereo not given)	10	-1	-2	0.94	3	1	0.97	6	-4
CCCNc1nc(Nc2ccc(C)c(Cl)c2)c2cnn(C)c2n1	19	-3	-7	1	-25	0	1.2	-4	-9
O=C(COc1ccc2c(-c3ccccc3)cc(=O)oc2c1)NCC1CCC(C(=O)O)CC1 (stereo not given)	10	0	-1	0.94	13	2	0.87	6	12
CC(=O)c1cc(NC(=O)c2ccc(C)cc2)c(=O)oc1C	7	3	-2	0.96	-13	-2	1.1	4	2
Nc1nc(-c2ccc(C(=O)O)cc2)cs1	-13	-3	3	0.96	1	3	0.99	4	-10
COC(=O)/C=C1\NC(=O)C(C)S1 (stereo not given)	6	-3	-2	0.89	1	1	0.99	12	-7
Cn1cncc1COC(=O)c1ccc(Cl)cc1	3	4	0	1.1	-6	0	1.1	-6	-4
CC(=O)N/C(=C\c1ccccc1)C(=O)OCC(=O)N1CCCCCC1	16	0	0	1	-17	-2	1.2	-4	1
O=S(=O)(/N=C(/Nc1cccc2ccccc12)c1ccccc1)c1ccccc1	-38	-1	4	0.92	1	1	0.99	8	-1
O=C(CN1C(=O)c2cccc3cccc1c23)NCC1CCCO1 (stereo not given)	6	-3	-1	1.1	8	-13	0.92	-15	-4
Cc1nc2oc3ccc(F)cc3c(=O)c2cc1C(=O)O	8	3	0	0.98	3	2	0.97	2	1
CC(=O)c1ccc(S(=O)(=O)NCCC(=O)NCCc2c[nH]c3ccccc23)cc1	-1	2	-6	1	1	-12	0.99	-2	-5
Cc1ccc(NC(=O)c2sc3nc4c(c(-c5ccco5)c3c2N)CCC4)cc1	-6	23	-1	1.1	19	-19	0.81	-12	-10
O=C(O)CC1CCC(=C(Cl)Cl)C1 (stereo not given)	-18	2	-4	1.1	-14	1	1.1	-10	-3
COc1ccc(CN(C)C(=O)c2cccc(S(=O)(=O)N3CCc4ccccc43)c2)c(OC)c1	20	3	-3	1	1	-2	0.99	-3	3
O=C(N/N=C\c1ccc(CN(Cc2ccc(Cl)cc2)S(=O)(=O)c2ccccc2)o1)C(=O)Nc1ccc(F)cc1	13	-2	-1	1.1	2	-1	0.98	-15	-7
Cc1cc2cc(C)c(NCCNC(=O)c3ccccc3)nc2cc1C	-7	1	-6	0.96	-8	1	1.1	4	-5
COc1cccc(N2CC(C(=O)NCc3n[nH]c(=O)c4ccccc34)CC2=O)c1 (stereo not given)	7	3	-4	0.94	6	-1	0.94	6	4
CCOC(=O)NC(=O)CSc1nc(-c2ccc(C)c(C)c2)cn1-c1ccccc1	7	1	-1	1.1	-1	-1	1	-12	-1
CC1(C)CC(=O)N(CC(=O)NCc2ccccc2)c2ccccc2S1(=O)=O	-12	-5	1	0.87	9	1	0.91	13	-6
COC(=O)C(Cc1ccccc1)NS(=O)(=O)c1ccccc1Br (stereo not given)	19	0	-3	0.99	4	-1	0.95	1	9
Cc1cccc(CCNC(=O)C2CCC(=O)N(Cc3ccc(Cl)cc3)C2)n1 (stereo not given)	11	3	-4	1	2	0	0.98	-4	-5
C=CCSc1nc(Cc2ccc(Cl)cc2)nc2ccccc12	-6	-4	-4	0.94	16	1	0.84	6	-13

A different layout for 2 compounds above:
molecule | NLRP3 yeast inh | APOBEC3A inh | MIN6 prolif | hIAP activ | mIAP inh | SENP1 inh | mIAP act | hIAP block | A3G deaminase
COc1cc2c(cc1OC)CN(CC(=O)Nc1ccc(C#N)cc1)CC2 | 21 | 0 | 1 | 0.91 | 5 | -18 | 0.95 | 9 | -3
COc1ccc(NC(=O)CCn2ccnc2)c(OC)c1 | 14 | -2 | 0 | 0.9 | 0 | 1 | 1 | 10 | -3

Carrying on.
SMILES	NLRP3 yeast inh	APOBEC3A inh	MIN6 prolif	hIAP activ	mIAP inh	SENP1 inh	mIAP act	hIAP block	A3G deaminase
CCCCOc1ccc(Cc2c(O)nc(SC)[nH]c2=O)cc1	22	-5	-2	0.98	13	-2	0.87	2	-5
COC(=O)c1oc2ccc(Br)cc2c1NC(=O)CN1CCN(C)CC1	17	-17	-2	1.1	9	1	0.91	-13	-4
COc1ccc(OCCCC(=O)OC(C)C(=O)Nc2ccccc2[N+](=O)[O-])cc1 (stereo not given)	8	-1	6	0.99	2	-1	0.98	0	0
O=C1c2ccccc2C(=O)N1CCSc1nncs1	2	-3	0	1.1	1	0	0.99	-5	-7
CCN(CC)c1ccc(N=Nc2ncn[nH]2)cc1	32	-3	-4	1.7	24	6	0.76	-73	-1
COc1ccc(S(=O)(=O)N2CCCCC2)cc1NC(=O)Cc1sc(C)nc1-c1ccc(F)cc1	5	-2	-2	1.1	3	0	0.97	-11	5
Cc1nc2c(-c3ccccc3)c(C)nn2c(C)c1CC(=O)O	1	1	-2	0.95	-7	-1	1.1	5	1
CC(NC(=O)/C(C#N)=C/c1ccc(N2CCOCC2)cc1)c1ccccc1 (stereo not given)	24	-1	-1	1	4	-24	0.96	0	-10
COc1ccc(CCC(=O)NCCc2cn3c(C)csc3n2)cc1	23	-2	3	0.98	-2	-4	1	2	4
O=[N+]([O-])c1cc(Cl)c2cccnc2c1O	1	3	-5	1.2	16	4	0.84	-18	-1
CCOC(=O)C1CCC(CN(Cc2ccccc2)S(=O)(=O)c2ccc([N+](=O)[O-])cc2)CC1 (stereo not given)	0	-2	-2	1.1	5	1	0.95	-6	-11
CC1CCN(C(=S)NC2CC3CCC2C3)CC1 (stereo not given)	6	-4	-2	1	-1	0	1	-4	-9
COc1ncnc(-c2ccccc2)c1-c1ccccc1	5	3	7.8*	0.92	-5	-3	1.1	8	0
CCOc1cc(C(=S)N2CCOCC2)ccc1OS(=O)(=O)c1ccc(OC)cc1	23	-9	-2	1.1	0	-1	1	-5	-1
O=C(CSc1nnc(C2CC2)n1-c1ccccc1)NCCc1ccccc1	18	-4	-1	1.2	2	-1	0.98	-19	-6
CC(=O)c1ccc(OCCCN2CCCCC2)cc1	17	1	1	0.9	5	1	0.95	10	-4
COc1ccc2c(c1)[nH]c1c(=O)n(CCc3cnc[nH]3)cnc12	-3	-4	2	1	-7	-13	1.1	-4	-4
COc1ccc(CCNC(=O)C2CCN(S(C)(=O)=O)CC2)cc1OC	12	-2	-1	0.96	8	3	0.92	4	-5
CC(=O)NC12CC3CC(C1)CC(C(=O)N(C)CC(=O)Nc1ccc(F)c(F)c1F)(C3)C2	6	-1	-1	0.96	-6	1	1.1	4	-7
N#CC(=C1CCCC1)c1nc(-c2ccc(Cl)cc2)cs1	22	-3	-1	1	13	-1	0.87	-1	-8
COc1ccc(NS(=O)(=O)c2cc(NC(=O)c3ccc(=O)[nH]c3)ccc2N2CCOCC2)cc1	-1	-2	-2	1.2	-2	0	1	-23	-8
CCOC(=O)Nc1ccccc1N1C(=O)c2ccccc2C1=O	-6	1	-1	0.97	2	0	0.98	3	-4
COc1ccc(CCNC(=O)C2CCN(S(=O)(=O)c3ccc(F)cc3)CC2)cc1	10	-5	2	1	-7	1	1.1	0	-3
COc1cc(C(C)=O)ccc1OCC(=O)Nc1ccc(Cl)c(S(=O)(=O)N2CCOCC2)c1	-1	-6	-3	1.3	-15	0	1.1	-31	-8
Cn1cc(Br)c(C(=O)NN2C(=O)C3C(C2=O)C2C=CC3C23CC3)n1 (stereo not given)	10	-3	-1	0.96	-3	0	1	4	-5
CCc1ccc(C(=O)NCC2COc3ccccc3O2)o1 (stereo not given)	4	3	-3	0.98	1	-8	0.99	2	1
OCCC1CN(Cc2cnc(-c3ccc(Cl)cc3)nc2)CCN1C1CCCCC1 (stereo not given)	12	-1	-2	0.93	14	-1	0.86	7	-3
Cc1cccc(Nc2ccc3nonc3c2[N+](=O)[O-])c1C	14	-3	-2	0.92	8	0	0.92	8	-4
CCOc1cccc(-c2c(C(=O)N/N=C/c3ccoc3)nnn2-c2nonc2N)c1	-2	-5	5	0.87	7	0	0.93	13	-7
CCOC(=O)c1sc(N)nc1C(C)C	10	-3	3	0.86	9	0	0.91	14	-5
COc1cccc(CN(C)C(=O)c2csc3c2CCCC3)c1OC	51*	3	0	1	-3	0	1	-1	-5
Cc1cc(C(=O)NCC(=O)Nc2c(C)cccc2C)c(C)o1	12	4	-1	1	-12	3	1.1	-2	0
Cc1ccc(S(=O)(=O)N(C)CC(=O)NCCc2c[nH]c3ccccc23)cc1	9	-6	0	1	-8	-2	1.1	0	50*
CC(=O)c1ccc(OCCCC(=O)NC2CCCc3ccccc32)cc1 (stereo not given)	11	3	-3	1	0	-3	1	-4	-2
Cc1csc2c(=O)sc(NC(=O)c3cccs3)nc12	22	-2	-2	1.1	-6	-105	1.1	-7	-2
CN(C)c1cc[n+](CC(=O)N2c3ccccc3Sc3ccccc32)cc1	13	5	-6	1	6	2	0.94	-4	-3
CCOCc1c(C(=O)NCC(c2ccco2)N2CCCC2)oc2ccccc12 (stereo not given)	1	-1	-2	0.79	1	-5	0.99	22	-4
O=C(NCCCN1CCOCC1)c1cnccn1	11	-7	1	1.2	2	3	0.98	-21	-8
Cc1cccc(-c2cc3nc(-c4ccccc4)cc(=O)n3[nH]2)c1	13	0	-6	0.94	4	-5	0.96	6	0

The list is partial, so the mix of outcomes need not match the whole.
